LGR2 antag = inhibitors of bursicon-induced LGR2 CRE-luciferase signal, primary screen, cell-based, HEK293, CRE-luciferase reporter, bursicon stimulation; bursicon-stimulated, 4 h; actives 0.35% (n = 380,000); inhibition, % at 9.99 µM; AID 720647, 2013; Drosophila bursicon receptor LGR2 (rickets);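 active = drop in luminescence signal, shown as inhibition above about 50% in the replicate tests, limit read from the data, passing the limit was not always enough; inconclusive = probably only some replicates passing the limit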;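 note: agonist challenge used bursicon conditioned medium at about half maximal strength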
Cneo AK release = Cryptococcus neoformans cell lysis inducers, primary screen, AK release luminescence, single concentration; lysis activity, % at 15 µM; C. neoformans lysis, adenylate kinase release luminescence, 4 h; normalised: neutral wells 0, clomiphene wells 100; actives 0.2% (n = 360,000); AID 651654, 2012;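 active = mean lysis activity across replicates of at least 80%, whatever share of replicates individually reach that level; inactive = mean lysis activity below 80%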
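Schedule: static 4 h at 37 °C with compound, 1 h detection; system: C. neoformans cells; benchmarks: Clomiphene as positive control; buffer or medium: fresh YPD medium; measure: luminescence rise reflecting yeast cell lysis; measured by: luminescent adenylate kinase detection reagent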
miR-122 sensor = miR-122 Renilla sensor signal increase in Huh7, primary screen, miR-122 inhibitor project, cell-based, single point, plate reader; Huh7 miR-122 Renilla luciferase sensor, 48 h; neutral wells = 0, positive control = 100; activation (reporter increase), % at 12.5 µM; actives 0.3% (n = 340,000); AID 602342, 2012;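 active = mean replicate activation score at least 90 and every replicate individually at or above 90; inconclusive = only one of the two criteria met; inactive = neither criterion met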;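 note: higher luciferase means less miR-122 activity so hits act as miR-122 inhibitors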
FN deposition inh = inhibitors of fibronectin matrix deposition, primary screen, AH1F cells, Alexa488-fibronectin fluorescence, plate reader | AH1F fibroblasts, overnight | AID 743247, 2014 | actives 0.086% (n = 350,000) | inhibition, % at 12.6 µM;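 active = mean inhibition across replicates of 30% or more, regardless of how many single replicates reach that level; inconclusive = mean under 30% yet at least half of replicates reach 30%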;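 note: positive control wells lacked labelled fibronectin entirely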
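material = AH1F fibroblast monolayer depositing Alexa488-labelled fibronectin into matrix | amount = 10000 AH1F cells/well | buffer or medium = DMEM plus 2% serum, read in PBS | incubation = 1 h cell adhesion before compound, then overnight fibronectin incubation | detection = fluorescence at 485 nm excitation, 525 nm emission | evaluation = percent inhibition as loss of matrix-bound fibronectin fluorescence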
PGC1a acetyl inh = inhibitors of PGC1a acetylation signal, primary screen, cell-based, U2OS, AlphaScreen, inhibitor mode. AID 651687, 2012. inhibition, % at 15.6 µM. AlphaScreen anti-acetyl-lysine; with virally co-expressed GCN5 acetyltransferase. actives 0.17% (n = 350,000);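 active = every replicate shows inhibition of at least 40%; inconclusive = mean inhibition at least 40% but some replicate below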;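 note: 0% = neutral control wells and 100% = positive control wells; some results beyond the cut were filed as inactive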
PAX8 reporter = inhibitors of PAX8-driven TPO luciferase reporter, primary screen, RMG-I cells, single concentration | SteadyGlo, 24 h | AID 652154, 2013 | actives 1.2% (n = 360,000) | inhibition, % at 12.6 µM;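 active = mean replicate inhibition at least 60% with every replicate also reaching 60%; inconclusive = only one of the two criteria is met; inactive = mean below 60% and not all replicates reaching 60%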;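 note: luciferase light reporting Pax8 driven TPO promoter activity; plate controls were median of neutral control wells for no effect and mitoxantrone controls for full effect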
CASP6 VEID inh = human caspase-6 inhibitors, primary screen, biochemical, VEID-R110 fluorescence, single point, set 2; P55212; purified caspase-6, Z-VEID-R110 cleavage fluorescence; inhibition, % at 12.5 µM; actives 0.53% (n = 350,000);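 active = mean inhibition across replicates at least about 35%, with every replicate also reaching that limit, limit read from the data; inconclusive = only one of the two criteria met; inactive = neither criterion met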;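 note: 0% = median of neutral control wells and 100% = no fluorescence left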
Target sequence (P55212 24-179 limits assumed): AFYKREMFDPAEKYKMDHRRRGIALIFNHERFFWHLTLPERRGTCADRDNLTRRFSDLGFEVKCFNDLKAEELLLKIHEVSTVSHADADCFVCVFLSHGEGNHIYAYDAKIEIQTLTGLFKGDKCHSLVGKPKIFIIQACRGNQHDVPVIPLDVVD
Target sequence (P55212 194-293 limits assumed): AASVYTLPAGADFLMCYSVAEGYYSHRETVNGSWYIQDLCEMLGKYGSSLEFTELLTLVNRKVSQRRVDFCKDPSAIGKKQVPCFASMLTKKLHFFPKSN
EWS-Fli inh = EWS/Fli-driven NR0B1 reporter inhibitors, primary screen, A673 cells, NR0B1 luciferase, luminescence, MLPCN library; inhibition, % at 12.6 µM; AID 651661, 2012; viability-normalised; actives 0.67% (n = 350,000);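 active = mean inhibition of at least 50% after viability correction, with every replicate also passing that limit; inconclusive = mean reaches 50% but only one of two replicates passes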;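 note: firefly luciferase signal divided by Alamar Blue viability fluorescence both relative to DMSO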
An asterisk follows results filed as active; ? = inconclusive; · = not tested or not shown; & = joins results of further samples; [ ] = remark or other dose.

SMILES	LGR2 antag	Cneo AK release	miR-122 sensor	FN deposition inh	PGC1a acetyl inh	PAX8 reporter	CASP6 VEID inh	EWS-Fli inh
CCNC(=O)[C@@H]1[C@@H](CO)[C@@H]2Cn3c(ccc(-c4ccc(OC)cc4)c3=O)[C@H]1N2CC1CC1	-1	-2	·	·	·	·	0	-6
COc1ccc(C=CC(=O)c2ccc(OCc3ccccc3)c(OC)c2)cc1OC	1	-2	-4	6	19	23	·	1
CC(C)c1ccc(NC(=O)COC(=O)c2nn(C)c(=O)c3ccccc23)cc1	11	-1	-1	-8	1	12	2	-5
CCNC(=O)C1(C)CCN(C(=O)c2ccc(OC)cc2)C1 (configuration not stated)	-4	0	0	-2	·	-4	-4	-3
O=C(C[C@@H]1C[C@@H]2c3cc(NC(=O)c4cccnc4)ccc3O[C@@H]2[C@H](CO)O1)NCC1CC1	9	38	0[16.7 µM]	-5	6	-10	-3	7
CN1C(=O)c2cc(NC(=O)c3cccc(F)c3)ccc2OC[C@@H]2O[C@H](CC(=O)O)CC[C@H]21	-30	-5	3[16.7 µM]	0	5	0	·	9
CCOC(=O)C1CCCN(C(=O)C2CCN(S(=O)(=O)c3ccc(Cl)c(C(F)(F)F)c3)CC2)C1 (configuration not stated)	0	3	2	-9	8	6	-2	2
CC(=O)N1[C@H](CO)[C@@H](c2ccc(-c3cccc(F)c3)cc2)[C@@H]1CNC(=O)C1CC1	-19	1	-7[16.7 µM]	-2	6	-9	·	13
Cc1cccc(N2CCN(C(=O)c3ccc4ccccc4c3)CC2C)c1 (configuration not stated)	-4	-5	·	21	-10	12	0	2
C[C@@H]1CN([C@@H](C)CO)C(=O)Cc2cc(NC(=O)CCCN(C)C)ccc2O[C@@H]1CN(C)CC1CCCCC1	-12	-4	5[16.7 µM]	·	-2	-27	-2	-9
CCS(=O)(=O)NCC(c1ccco1)N1CCN(c2ccccc2)CC1 (configuration not stated)	-6	-2	-3	-6	1	9	·	·
NC(=O)c1ccccc1Br	5	3	·	1	·	-6	-1	6
COc1ccc(S(=O)(=O)N[C@@H]2CC[C@H](CCNC(=O)c3ccccc3F)O[C@@H]2CO)cc1	-8	0	·	·	-3	0	1	2
CC(C)CN(C(=O)CN1CCN(S(=O)(=O)c2ccccc2)CC1)c1c(N)n(CC(C)C)c(=O)[nH]c1=O	-5	2	-1	-3	8	-12	-1	-2
CC(C)c1onc(C(=O)N2CCCCC2C)c1[N+](=O)[O-] (configuration not stated)	-6	-2	7	-13	-7	·	·	·
COCC(=O)Nc1ccc2c(c1)[C@H]1C[C@@H](CC(=O)NC3CCCCC3)O[C@H](CO)[C@H]1O2	-2	1	-12[16.7 µM]	5	-8	1	-3	-3
Cn1c2ccccc2c(=O)c2cc(C#Cc3ccccn3)ccc21	-132	-5	-5	-23	3	-183	-5	-98
Cc1ccc(C)c(N(CC(=O)NC2CCCCC2)C(=O)c2csnn2)c1	-6	1	-5	-3	7	-7	3	0
C[C@H]1CN([C@@H](C)CO)S(=O)(=O)c2ccc(C3=CCCCC3)cc2O[C@@H]1CN(C)C(=O)Cc1ccncc1	0	-4	5[16.7 µM]	-7	4	-15	0	9
Cn1cccc1/C=N/NC(=O)Cc1cccs1	·	2	-1	-2	2	14	4	-30
CC=Cc1ccc2n(c1=O)C[C@H]1[C@H](CO)[C@@H](C(=O)NCCC)[C@@H]2N1Cc1ccccc1 (mixture of isomers)	0	-6	-5[16.7 µM]	·	·	4	0	-2
CCCNC(=O)C[C@@H]1CC[C@H]2[C@@H](COc3ccc(NC(=O)c4ccc(OC)cc4)cc3C(=O)N2C)O1	-7	0	-29[16.7 µM]	-18	9	-14	·	3
Cc1ccc(S(=O)(=O)Nc2ccc3c(c2)C(=O)N([C@@H](C)CO)C[C@@H](C)[C@@H](CN(C)Cc2ccc4c(c2)OCO4)OCCCC[C@@H](C)O3)cc1	4	2	-3[16.7 µM]	·	·	54	-3	8
CC(/C=N/NC(=O)c1ccc(Cn2cc([N+](=O)[O-])cn2)o1)=C\c1ccccc1	-27	-4	5	10	7	-42	0	-82
C[C@H](CO)N1C[C@H](C)[C@@H](CN(C)S(=O)(=O)c2cccs2)OCCCC[C@H](C)Oc2ccc(NS(=O)(=O)c3ccccc3)cc2C1=O	-9	0	2[16.7 µM]	5	-3	36	-2	-1
CC(C)COC(=O)N(C)C[C@@H]1OCc2cn(nn2)CCCC(=O)N([C@@H](C)CO)C[C@H]1C	6&0	-2&-3&4	1	4&2	3&3	6&-6	-7&-25&-1	-1&1&-8
CC(=O)C(Cc1ccccc1)NC(=O)CN1CCc2ccccc2C1 (configuration not stated)	21	·	·	5	6	6	-97	10
CCCn1nnnc1NC(=O)c1cc(Br)ccc1OC	2	·	·	-11	2	8	1	14
CC(C)c1nc(SCC(=O)N2CCCc3ccccc32)c2c(=O)n(C)c(=O)n(C)c2n1	11	-1	·	7	·	8	0	16
O=C(Nc1cc(S(=O)(=O)Nc2ccc(Cl)cc2)ccc1N1CCCCC1)c1ccc(F)cc1Cl	17	·	·	-5	·	6	-3	-30
COc1ccc2sc(-c3ccccc3OC)c(C#CC(C)(C)O)c2c1	-67	-1	·	11	·	16	0	0
CCOc1ccccc1NC(=O)Nn1cnnc1	-1	-1	-5	·	-3	13	-2	·
O=C(NCc1ccco1)C1CCN(S(=O)(=O)Cc2ccccc2)CC1	8	-3	0	·	·	·	-5	1
CNC(=O)c1ccccc1-c1ccccc1	·	1	0	6	-2	4	·	·
O=C(Nc1ccc(-c2n[nH]c(=S)o2)cc1)c1ccccc1Br	3	-2	1	-19	15	-25	4	-2
CC(C)NC(=O)Nc1ccc2c(c1)C(=O)N([C@H](C)CO)C[C@@H](C)[C@H](CN(C)S(C)(=O)=O)OCCCC[C@H](C)O2	?	-3	2[16.7 µM]	-1	0	14	-2	-5
CCC(=O)N1C[C@H](C)[C@@H](OC)CN(C)C(=O)c2cc(NC(=O)C3CCOCC3)ccc2OC[C@@H]1C	1	-2	·	1	4	-14	-1	1
Cc1cc(N/N=C/c2ccc(F)cc2)nc(-n2nc(C)cc2C)n1	10	5	-15	-4	-5	9	-2	40
COC(=O)[C@@H]1C[C@H]2CC[C@H](O)C[C@H]2N1Cc1ccc(-c2ccccc2)cc1	9	7	·	-1	·	6	-1	-13
COc1ccc(-n2c(=O)c3ccccc3n(CC(=O)NC3CCCCC3)c2=O)cc1OC	6	2	4	-3	17	-5	-1	-5
CCOc1ncccc1C(=O)NNC(=O)c1cccc(S(=O)(=O)N2CCOCC2)c1	9	1	-3	2	-4	-19	0	-12
COc1ccc(NC(=O)Nc2cccc3c2O[C@H](CN(C)C(=O)Nc2ccc(OC)cc2)[C@H](C)CN([C@H](C)CO)C3=O)cc1	19	-1	-7[16.7 µM]	·	6	-10	-1	4
CN(C)C(=O)OCC1COc2ccccc2O1 (configuration not stated)	12	3	-7	0	·	3	8	-9
COc1ccc([C@@H]2[C@@H]3C(=O)N(C(C)(C)C)C(=O)[C@@H]3[C@]3(Cc4ccc(Cl)cc4)C(=O)N(c4ccc(OC)cc4)C(=O)N23)cc1	7	-1	·	-7	·	-13	-2	4
CC(C)c1cn(CC[C@@H]2CC[C@@H](NC(=O)C3CCOCC3)[C@@H](CO)O2)nn1	5	·	·	·	11	-11	-3	·
COc1ccc(OCC(O)CNC(=O)Nc2ccccc2)cc1 (configuration not stated)	2	-1	71	-5	3	-20	5	-1
Cc1csc(NC(=O)C2CCCN(S(=O)(=O)c3cccnc3)C2)n1 (configuration not stated)	14	0	14	20	-1	-9	1	-2
CN1CCN(C(=O)C[C@H]2C[C@H]3c4cc(NC(=O)C5CCOCC5)ccc4O[C@H]3[C@H](CO)O2)CC1	14	-14	7[16.7 µM]	1	-12	-9	3	0
CCC1CCCCN1CCCNC(=O)c1ccc2c(c1)c(C)c(C)n2CC (configuration not stated)	-12	11	-1	2	-6	-12	-34	·
CC(=O)/C(C#N)=C1\NC(=O)C(Cc2ccccc2Cl)S1 (configuration not stated)	·	-1	2	-1	0	-1	·	·
C=CCNc1cc(C)oc(=O)c1C(=O)CCC	-8	0	-3	·	-7	·	-1	·
Cc1ccc2nc(/C(C#N)=C\c3cc(O)ccc3[N+](=O)[O-])[nH]c2c1	1	·	·	5	-14	18	11	6
CC(O)CSc1nc2c(c(=O)n(C)c(=O)n2C)n1CCCc1ccccc1 (configuration not stated)	·	2	-6	-2	·	1	2	9
Cc1ccc(S(=O)(=O)NC(=O)C2(C)CCN2C(=O)Cc2ccc(-c3ccccc3)cc2)cc1 (configuration not stated)	16	-3	-2	-6	5	-13	3	-1
O=C(c1cccc(F)c1)N1CCN(Cc2ccc3c(c2)OCO3)CC1	-6	6	1	-5	8	2	-6	12
CCOc1[nH]n(-c2ccccc2)c(=O)c1C=NCc1ccncc1	-2	·	·	1	·	8	1	10
CC(C)COC(=O)N(C)C[C@H]1OCc2ccccc2-c2ccccc2C(=O)N([C@@H](C)CO)C[C@@H]1C	8	-1	·	-9	9	1	0	3
C[C@@H]1CN([C@H](C)CO)C(=O)c2cc(NC(=O)Cc3cn(C)c4ccccc34)ccc2O[C@@H]1CN(C)S(C)(=O)=O	10	-27	2[16.7 µM]	·	-1	-5	-2	-10
CN1CCN(C2=C(NS(=O)(=O)c3cccs3)C(=O)c3ccccc3C2=O)CC1	-17	1	-7	0	2	8	47*	-5
CCNC(=O)C(=O)N/N=C/c1cc([N+](=O)[O-])ccc1O	-12	·	·	-4	0	6	-10	3

CASP6 VEID inh, entries above that show a hit
mol | LGR2 antag | miR-122 sensor | PGC1a acetyl inh | CASP6 VEID inh
CN1CCN(C2=C(NS(=O)(=O)c3cccs3)C(=O)c3ccccc3C2=O)CC1 | -17 | -7 | 2 | 47*

Quoted from the listing.
CASP6 VEID inh with `CC(C)COC(=O)N(C)C[C@H]1OCc2ccccc2-c2ccccc2C(=O)N([C@@H](C)CO)C[C@@H]1C` : 0
LGR2 antag with `CCOc1[nH]n(-c2ccccc2)c(=O)c1C=NCc1ccncc1` : -2
PGC1a acetyl inh with `Cc1ccc2nc(/C(C#N)=C\c3cc(O)ccc3[N+](=O)[O-])[nH]c2c1` : -14
PGC1a acetyl inh with `C=CCNc1cc(C)oc(=O)c1C(=O)CCC` : -7

Later entries:
SMILES	LGR2 antag	Cneo AK release	miR-122 sensor	FN deposition inh	PGC1a acetyl inh	PAX8 reporter	CASP6 VEID inh	EWS-Fli inh
Cc1ccc(NC(=S)NC(=O)Cc2ccccc2)c(O)c1	-20	0	·	6	·	-31	-1	-11
CCOc1cc(/C=C/c2nc3cc(C)c(C)cc3s2)ccc1OCC(=O)N1CCOCC1	2	63	-17	3	-8	18	1	9
CCCCNC(=S)N(C)/N=C/c1ccccc1C(=O)O	·	2	1	8	7	·	·	·
CCS(=O)(=O)c1nc(S(=O)(=O)c2ccc(C)cc2)c(NCCCn2ccnc2)s1	-7	4	·	-1	9	-3	-1	-3
